LMP1 NFkB inh: EBV LMP1-driven NF-kappaB luciferase reporter inhibitors, primary screen, cell-based, luminescence, single point; LMP1-induced NF-kappaB luciferase reporter cells; inhibition, % at 12.5 µM; 0.69% of 350,000 active; in the data active means inhibition above about 41%;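 further: 0% = neutral control wells and 100% = reference inhibitor control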
COUP-TFII inh: NR2F2 transcriptional activity inhibitors, primary screen, cell-based, luciferase reporter, HEK293T, luminescence | COUP transcription factor 2 (Homo sapiens), P24468 | HEK293T NGFI-A luciferase reporter | inhibition, % at 8.6 µM | 0.7% of 370,000 active;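 active means inhibition above a per-plate cutoff, mean inhibition of test wells between control levels plus 3 SD, cut at about 38% in these data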;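 further: cells cotransfected with COUP-TFII expression vector driving the NGFI-A reporter; 0% = median of COUP-TF2 test wells and 100% = reporter-only cells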
TROY signal inh: inhibitors of TROY-driven NF-kB signaling, primary screen, Q293 LMP1-TROYcd cells, NF-kB luciferase, uHTS | Q293 LMP1-TROYcd NF-kB luciferase reporter, 4 h | inhibition, % at 10 µM | 0.98% of 360,000 active | AID 1347056, 2019;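 active means compounds whose plate-normalised and pattern-corrected inhibition of the luciferase reporter signal at the single screening dose is 50% or more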
NCOA2 inhibitor: inhibition of GAL4-SRC2 driven luciferase reporter, primary screen, SRC2 inhibitor project, cell-based, luminescence; inhibition, % at 9 µM; HEK293 GAL4-SRC2 luciferase reporter; 0.17% of 370,000 active;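 active means inhibition above the mean inhibition of all tested compounds plus 3 SD, set per campaign, cut at about 52% in these data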;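 further: 0% = DMSO treated cells and 100% = cells given Gossypol at 36 µM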
CF NFkB inh: inhibitors of PAF-induced NF-kB signaling, primary screen, cell-based, GFP fluorescence, uHTS | 0.86% of 360,000 active | KKLEB NF-kB-GFP reporter, GFP fluorescence overnight | inhibition, % at 5 µM;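 active means at least 50% inhibition at 5 µM, scaled per plate between neutral and stimulator controls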;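 further: PAF is a Pseudomonas aeruginosa culture filtrate used as stimulus; plate controls were PAF-stimulated DMSO wells for no effect and unstimulated DMSO wells for full effect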
SRC3 inh: SRC3 coactivator transcriptional activity inhibitors, primary screen, cell-based, luminescence; Nuclear receptor coactivator 3 (Homo sapiens), Q9Y6Q9; HEK293 GAL4-SRC3 luciferase reporter; inhibition, % at 3.6 µM; 0.17% of 360,000 active;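 active means inhibition above a per-campaign cutoff, the mean of all compounds plus 3 SD, cut at about 60% in these data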;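 further: 0% = DMSO-treated cells and 100% = gossypol-treated cells at 36 µM; higher means less SRC3-driven luciferase light from the GAL4 reporter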
TWEAK Fn14 block: inhibitors of TWEAK-Fn14 signaling, primary screen, luciferase reporter cells, uHTS. TWEAK-stimulated Fn14 reporter cells, luciferase luminescence, 8 h. inhibition, % at 10 µM. 2% of 360,000 active. AID 1159606, 2016; in the data active means inhibition above about 50%
C8 TRAIL sens: viability loss with TRAIL in NB7+C8 cells, primary screen, TRAIL sensitizer project, cell-based, ATPlite luminescence; 1% of 360,000 active; AID 624354, 2012; inhibition (viability loss, TRAIL sensitization), % at 10 µM;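 active means compounds causing at least 50% loss of cell viability in the single-dose screen, relative to plate controls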
KKLEB tox: cytotoxicity in KKLEB CF airway cells, primary screen, cytotoxicity control for CF NF-kB inhibitor project, cell-based, uHTS, fluorescence assay plates; 0.36% of 360,000 active; AID 602141, 2011; activity change (cytotoxicity), % at 5 µM; KKLEB CF airway cells viability, ATPlite luminescence, overnight; stronger effect = lower value; cells stimulated with P. aeruginosa culture filtrate;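 active means corrected activity change at or below -50% at 5 µM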
LRH-1 inv ag: LRH-1 (NR5A2) inverse agonists, primary screen, cell-based, luminescence, HEK293T, StAR-luciferase reporter. 0.13% of 360,000 active. LRH-1 transfected, 24 h. inhibition, % at 3.6 µM;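 active means inhibition above the mean inhibition of all tested compounds plus 3 SD, cut at about 73% in these data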;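 further: 0% = DMSO wells and 100% = reporter-only cells lacking LRH-1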
NCOA1 inh: SRC1 coactivator transcriptional activity inhibitors, primary screen, cell-based, luminescence; HEK293 GAL4-SRC1 luciferase reporter; 0.12% of 360,000 active; AID 588354, 2011; inhibition, % at 3.6 µM;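 active means inhibition above the campaign mean plus 3 SD, with each screening campaign given its own cutoff, cut at about 60% in these data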;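 further: 0% = DMSO treated cells and 100% = gossypol at 36 µM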
* hit, by the source's call; . = not tested or not shown.

Below each SMILES: LMP1 NFkB inh	COUP-TFII inh	TROY signal inh	NCOA2 inhibitor	CF NFkB inh	SRC3 inh	TWEAK Fn14 block	C8 TRAIL sens	KKLEB tox	LRH-1 inv ag	NCOA1 inh
COC(=O)c1cc(NC(=S)NCc2ccc(Cl)cc2)cc(C(=O)OC)c1
    10.7	-0.1	37.5	3.7	-6.6	-7.4	12.7	3.5	12.7	-7.0	-4.8
NS(=O)(=O)c1ccc(NC(=O)COC(=O)c2cccc(S(=O)(=O)N3CCCC3)c2)cc1
    9.9	6.1	9.0	-12.8	-0.7	15.0	-7.1	4.7	1.7	-2.4	7.8
O=C(CN1C(=O)C(=O)N(C2CCCC2)C1=O)Nc1ccccc1OC(F)F
    3.1	-6.1	-25.9	-7.5	14.3	39.4	-6.8	5.6	-1.4	2.9	-3.4
COc1ccc(OCCn2cc(/C(N)=N/O)c3ccccc32)cc1
    -2.4	4.1	2.5	22.6	-10.9	6.7	-12.3	9.0	1.6	-12.7	-5.0
COc1cc(CN2CCN(C(c3ccccc3)c3ccccc3)CC2)cc(OC)c1OC
    5.3	35.3	-5.5	17.7	-7.0	9.3	-21.8	11.9	-8.6	16.1	17.8
CCCn1nnnc1-c1ccc(Cl)cc1
    1.3	-1.0	16.4	-18.2	2.8	14.4	-5.0	-33.4	1.0	25.8	-10.3
COc1ccc(F)cc1C(=O)COC(=O)c1n[nH]c(=O)c2ccccc12
    -8.4	-23.3	-6.2	24.1	15.4	0.1	-3.2	-15.4	-13.8	3.6	-0.6
COC(=O)/C(=N/Nc1ccccc1Cl)Sc1nnc(C(O)c2ccccc2)n1-c1ccccc1 (configuration not stated)
    -6.3	26.5	1.0	-11.8	4.1	-1.5	11.2	-7.1	0.1	15.2	-10.5
O=C(Nn1c(O)c(C=C2N=c3ccccc3=N2)sc1=S)c1ccc(Cl)cc1
    6.7	-3.9	-8.7	11.4	15.8	-8.1	-5.5	-2.5	-6.3	14.1	-3.9
Cc1ccc(S(=O)(=O)NCCC(=O)OCC(=O)Nc2ccccc2Cl)cc1
    0.5	8.9	13.5	-9.6	3.4	11.1	11.0	-8.5	-2.7	-6.3	6.8
S=C(NCCc1ccncc1)Nc1cccc2ccccc12
    1.6	-10.3	-25.9	20.8	-7.0	9.7	-14.4	-19.7	8.9	7.6	0.2
Cn1cc(-c2csc(C(C)(O)c3cccnc3)n2)cn1 (configuration not stated)
    .	-17.2	-8.4	17.9	5.4	-24.9	-28.5	-24.4	-4.0	-3.5	15.5
Cc1nc2ccccc2c(=O)n1NC(=O)C1CCC(C(C)(C)C)CC1 (configuration not stated)
    1.4	8.8	12.6	-15.6	7.5	20.4	-1.5	3.4	-4.5	11.0	7.0
Cc1ccc(CCNCc2c(C(=O)O)c(C)n(-c3ccccc3)c2C)cc1
    .	4.0	-16.5	-9.2	19.1	-9.6	8.3	-32.8	-1.0	-16.2	-5.0
CCCCN1CC(N2CCCCC2)CS1(=O)=O (configuration not stated)
    .	-15.7	-2.2	-1.2	-29.5	6.6	-5.9	-8.0	8.0	-21.4	-5.8
O=C(O)C1CCN(S(=O)(=O)c2cccc3nonc23)CC1
    2.0	12.2	-0.8	3.2	-17.2	-5.0	-26.6	17.8	14.2	-1.6	-5.2
Cc1cc(C)c(C)c(Oc2ncnc(N)c2[N+](=O)[O-])c1
    -2.8	-1.1	6.6	24.6	-6.6	23.0	2.6	0.0	-2.2	2.3	5.1
CCOC(=O)[C@@H]1[C@H]2COc3cc(OC)ccc3[C@H]2N2C(=O)N(c3ccccc3)C(=O)[C@]12C
    13.6	-9.2	1.2	14.2	9.8	6.0	-16.4	-8.8	1.4	13.8	-3.0
COc1ccc(-n2c(=S)[nH]c3c(oc4ccccc43)c2=O)cc1
    5.9	-3.2	-3.4	14.7	-7.9	6.8	8.1	7.8	6.4	-4.2	2.1
CCN(CC)C(=O)C1=C(C)N(Cc2ccccc2)C(=O)C(CC(=O)NCCCN(C)C)C1 (configuration not stated)
    9.4	-12.0	-4.5	-25.3	-22.9	3.4	-8.8	-8.1	18.1	14.2	2.9
CCCC(=O)N(c1ccc(OC)cc1)C1C=CS(=O)(=O)C1 (configuration not stated)
    -6.4	10.8	4.4	-33.2	-8.4	15.1	9.9	-4.7	7.1	0.7	-13.4
CC(C)CNC(=S)NC1CC2CCCC(C1)N2C1CCCCC1 (configuration not stated)
    6.6	7.3	32.7	26.6	9.4	4.0	28.4	9.9	-1.5	3.2	-6.4
CC(=O)NC(O)C(=O)c1ccco1 (configuration not stated)
    -1.6	1.4	-11.1	0.2	14.5	8.2	6.0	-0.7	4.6	25.1	-10.7
COc1ccc(Nc2nc(N3CCCC3)nc(N3CCOCC3)n2)cc1
    -4.3	-13.0	-9.8	3.1	-3.2	5.7	-16.0	-3.2	10.3	-8.0	9.2
CC1CN(S(=O)(=O)c2ccc(C(=O)NC3CCCCC3)cc2)CC(C)O1 (configuration not stated)
    6.2	-0.3	3.6	16.2	-6.9	4.4	18.1	-5.9	15.0	-25.5	-9.9
CC1CCCC(NC(=O)CCNS(=O)(=O)c2ccc(Br)cc2)C1C (configuration not stated)
    -8.0	-6.2	-6.7	-3.0	1.5	2.6	5.0	2.7	0.0	13.2	-2.1
CCCC(=NCc1ccccc1)C1=C(O)C(C(=O)OC)C(C)(C)CC1=O (configuration not stated)
    -0.6	0.2	-13.4	8.1	2.1	11.6	-2.6	-11.4	6.4	1.1	-1.0
CCCNC(=O)c1ccc(N2CCC3(CC2)CC(c2ccc(Cl)cc2)=NO3)c([N+](=O)[O-])c1
    22.1	5.1	16.7	18.7	-32.2	0.3	5.7	34.2	-11.9	15.2	12.6
CC(C)CCNC(=O)c1onc(CSc2ccccn2)c1C(=O)NCCC(C)C
    3.7	0.1	6.5	7.4	3.7	-9.6	-0.9	-8.6	-10.3	13.5	-4.0
CC(C)[C@H](Nc1ccc(S(=O)(=O)N2CCOCC2)cc1[N+](=O)[O-])C(=O)OCC(N)=O
    14.8	3.0	-4.3	9.9	7.8	22.6	-3.2	-6.2	0.8	-4.8	-2.7

The list continues:
Below each SMILES: LMP1 NFkB inh	COUP-TFII inh	TROY signal inh	NCOA2 inhibitor	CF NFkB inh	SRC3 inh	TWEAK Fn14 block	C8 TRAIL sens	KKLEB tox	LRH-1 inv ag	NCOA1 inh
Cc1cn2c(=O)c(C(=O)N3CCN(c4ccccc4F)CC3)cnc2s1
    -7.6	-11.0	4.5	-10.7	-33.5	-16.0	-18.9	1.2	8.3	4.6	-16.6
CCCCN1C(=O)C(CC(=O)NC2CCCC2)CC(C(=O)N2CCOCC2)=C1C (configuration not stated)
    -1.0	-3.4	-13.3	-16.4	-32.0	-8.8	-15.2	6.9	15.6	-0.5	-13.1
Cc1c(N(C)C(=O)c2ccco2)c(=O)n(-c2ccccc2)n1C
    -10.6	11.4	-6.3	-22.2	0.7	5.5	-2.7	8.4	1.6	-4.9	-2.6
CC1CCCN(CCCCOc2cccc(Br)c2)C1 (configuration not stated)
    -3.9	0.0	-2.8	-5.2	-15.2	6.3	-4.2	5.0	0.0	0.2	20.5
Cn1nc(C(F)(F)F)c(C(=O)Nc2ccc(Cl)cc2)c1Cl
    0.6	-23.7	-13.1	2.6	-43.4	12.6	0.1	-1.7	9.6	3.3	7.2
Cc1cccc(C)c1NC(=S)N/N=C/c1ccc(OCCC(C)C)cc1
    -1.9	7.6	11.1	5.5	-1.9	-20.6	-3.7	7.0	-1.8	2.6	-2.6
CCCCc1cc(=O)oc2cc(OCC(=O)N(CC)CC)c(Cl)cc12
    6.9	5.4	-23.7	-4.0	-14.9	9.2	-29.8	-4.0	10.4	3.1	5.8
O=C(COC(=O)CNC(=O)c1ccc(F)cc1)Nc1cccc(S(=O)(=O)N2CCCC2)c1
    -6.2	-4.2	-1.5	-4.4	6.8	19.1	-3.8	-5.8	11.7	6.2	-15.2
c1ccc2c(CN3CCSCC3)cccc2c1
    -6.1	-8.8	-13.2	-27.6	-21.9	6.7	-14.6	-10.9	1.5	-17.3	-9.6
Cc1ccc(S(=O)(=O)N2CCN(C(=O)/C=C/c3ccccc3)CC2)cc1C
    5.1	0.8	-4.0	-11.9	-9.6	3.4	12.4	8.5	15.5	16.2	3.6
O=C(COC(=O)c1ccco1)Nc1ccccc1
    2.3	0.5	.	17.6	16.7	5.1	3.6	-6.6	1.7	5.7	-4.2
CCn1c(SCC(=O)N2CCCCC2)nc2c1c(=O)n(C)c(=O)n2C
    2.7	9.4	3.7	-5.0	-9.3	1.6	10.4	5.1	-13.3	2.4	5.3
Cc1ccc(C(=O)NC(C)c2ccc3c(c2)OCO3)s1 (configuration not stated)
    -4.9	-5.1	-0.9	10.7	5.1	6.0	0.8	1.5	-4.1	0.3	0.8
CC(C)(C)c1ccc(SC2=C[C@@]3(O)CC[C@@H](O)[C@@](Sc4ccc(C(C)(C)C)cc4)(C2=O)[C@H]3O)cc1
    .	13.6	13.7	31.6	.	.	23.1	25.6	.	22.2	.
CC[C@@H](C)[C@H](N)C(=O)NC[C@H]1O[C@@H](n2cnc3c(N)ncnc32)[C@H](O)[C@@H]1O
    -1.0	-10.4	12.4	-18.9	-2.4	8.4	-38.4	-8.8	-6.6	2.3	14.3
O=C(Nc1ccccc1)c1ccco1
    -6.4	-12.6	-17.2	-13.8	-9.7	-39.9	-14.2	-14.1	0.4	-18.6	-55.3
O=C(NCc1ccccc1)NC12CC3CC(CC(C3)C1)C2
    6.9	17.9	-0.4	-4.5	13.8	16.9	-28.1	1.0	-18.0	4.4	1.7
O=C(N[C@H](CO)c1ccccc1)[C@H]1O[C@@H](n2ccc(=O)[nH]c2=O)[C@H](O)[C@@H]1O
    .	-8.3	3.7	-6.1	-29.6	4.3	-21.5	9.5	5.4	-10.0	9.2
Cc1cc(N2CC(=O)N(CCc3ccccc3)C(=O)C2)n2ncnc2n1
    -0.6	-2.7	-3.9	-8.8	10.0	-22.3	16.1	-17.6	-1.4	-9.2	14.0

Single records (already shown). Screens in order: LMP1 NFkB inh, COUP-TFII inh, TROY signal inh, NCOA2 inhibitor, CF NFkB inh, SRC3 inh, TWEAK Fn14 block, C8 TRAIL sens, KKLEB tox, LRH-1 inv ag, NCOA1 inh
O=C(Nc1ccccc1)c1ccco1 in the list: -6.4, -12.6, -17.2, -13.8, -9.7, -39.9, -14.2, -14.1, 0.4, -18.6, -55.3
O=C(NCc1ccccc1)NC12CC3CC(CC(C3)C1)C2 in the list: 6.9, 17.9, -0.4, -4.5, 13.8, 16.9, -28.1, 1.0, -18.0, 4.4, 1.7

Random draw from the library; about 4.2% have a hit in one of these screens.
